# Bioassay records (PubChem BioAssay)
# GPT2 inhibitor = Primary qHTS assay for inhibitors of Glutamate pyruvate transaminase 2 (GPT2). Recombinant GPT2, coupled pyruvate oxidase/HRP Amplex Red fluorescence. Potency, µM (series often up to 57.7 µM), inactives show at the top dose activity change, negative = inhibition, usual class: inhibitors. 0.25% of 100,000 active. Alanine aminotransferase 2 (Homo sapiens), Q8TD30; also: potency is read from the fitted curve at half-maximal effect; nearly all actives have a fitted effect of over 60% in size; many of its hits are not listed in these tables
# Target sequence (Q8TD30 whole entry, looked up): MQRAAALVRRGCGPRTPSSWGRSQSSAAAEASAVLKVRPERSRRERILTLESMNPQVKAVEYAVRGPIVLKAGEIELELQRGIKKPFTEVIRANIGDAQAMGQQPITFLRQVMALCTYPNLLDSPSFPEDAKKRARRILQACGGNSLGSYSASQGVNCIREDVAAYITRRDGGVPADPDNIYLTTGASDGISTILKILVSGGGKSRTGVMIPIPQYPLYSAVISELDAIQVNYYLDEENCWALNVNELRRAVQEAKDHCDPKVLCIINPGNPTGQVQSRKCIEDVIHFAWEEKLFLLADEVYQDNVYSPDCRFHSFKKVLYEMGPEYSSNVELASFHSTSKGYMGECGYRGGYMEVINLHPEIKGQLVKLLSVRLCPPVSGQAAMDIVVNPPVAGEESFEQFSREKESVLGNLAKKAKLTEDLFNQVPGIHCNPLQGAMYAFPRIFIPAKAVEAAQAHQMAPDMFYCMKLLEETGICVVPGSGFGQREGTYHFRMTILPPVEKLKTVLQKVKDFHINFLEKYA
#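 Inhibition is scored from Amplex Red fluorescence generated when pyruvate oxidase and HRP act on pyruvate released by GPT2. Reactions contain 10ng/uL enzyme, 250uM a-KG and 2mM L-alanine and run 30 min at room temperature.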
# SNCA expr inhib = Primary qHTS assay for inhibitors of alpha-synuclein gene (SNCA) expression; HEK-293 SNCA-luciferase knock-in, luminescence, 24 h; Potency, µM (doses to about 57.2 µM), inactives show at the highest dose activity change, negative = inhibition, hits mostly inhibitors; 0.17% of 140,000 active; AID 1671194, 2021;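 also: potency is read from the fitted curve at half-maximal effect; plate controls were DMSO cells for no effect and cell-free wells for full effect; nearly all actives have a fitted effect of over 45% in size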
# HEK293 viab = GF-AFC viability counterscreen for inhibitors of alpha-synuclein gene (SNCA) expression; HEK-293-SNCA-luc viability, GF-AFC fluorescence, 24 h; Potency, µM (doses to about 57.1 µM), for inactives: at the highest dose activity change, negative = cytotoxicity, actives largely listed as cytotoxic; 0.12% of 150,000 active; AID 1671193, 2021;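 also: potency is read from the fitted curve at half-maximal effect; 0% = DMSO-treated cells and -100% = medium-only wells without cells; nearly all actives have a fitted effect of over 30% in size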
#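 HEK-293-SNCA-luc cells (1500/well) plated 24 h, then exposed 24 h to a dilution series; GF-AFC added 30 min at 37C, fluorescence 405/540 nm; normalised to medium-only and DMSO wells, Hill fit.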
# FLuc inh = Firefly luciferase inhibition profiling of diverse chemical library using quantitative high-throughput screening. Luciferin 4-monooxygenase (Photinus pyralis), P08659. purified P. pyralis luciferase, luminescence, biochemical. Potency, µM (series often up to 115 µM), without a hit: at the highest dose activity change, negative = inhibition, most hits filed as inhibitors. 2.5% of 76,000 active. AID 1347043, 2019; also: potency is read from the fitted curve at half-maximal effect; nearly all actives have a fitted effect of over 65% in size
#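 Cell-free enzyme assay, 10nM P. pyralis luciferase, luciferin and ATP each at 10uM. Inhibition profiled over a 6-point titration, read as luminescence.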
# IP6K1 inh = Primary qHTS assay for small molecule inhibitors of Inositol hexaphosphate kinase 1 (IP6K1) | Inositol hexakisphosphate kinase 1 (Homo sapiens), Q92551 | IP6K1 kinase, ADP-Glo luminescence, 2 h; hits give low values | activity change, % (series mostly up to about 58 µM) | 0.81% of 140,000 active; in the data active = activity change below about -25%
# Target sequence (Q92551 whole entry, looked up): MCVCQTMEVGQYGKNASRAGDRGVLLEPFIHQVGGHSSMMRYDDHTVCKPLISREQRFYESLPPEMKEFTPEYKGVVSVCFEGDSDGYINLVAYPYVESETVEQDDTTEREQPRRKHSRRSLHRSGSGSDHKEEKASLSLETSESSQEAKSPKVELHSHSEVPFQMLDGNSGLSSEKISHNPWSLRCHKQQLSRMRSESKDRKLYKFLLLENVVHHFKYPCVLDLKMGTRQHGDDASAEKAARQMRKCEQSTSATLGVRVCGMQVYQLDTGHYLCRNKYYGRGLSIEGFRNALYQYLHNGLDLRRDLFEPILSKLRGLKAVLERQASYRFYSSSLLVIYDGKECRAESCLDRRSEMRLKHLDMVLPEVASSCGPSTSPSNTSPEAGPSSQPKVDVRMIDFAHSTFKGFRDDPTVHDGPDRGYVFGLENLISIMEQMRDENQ
#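 ADP-Glo luminescence measures ADP made by human IP6K1 during a 2 h RT reaction with ATP/IP6 (mix at 1.3 mM/130 uM); top library doses 57.5 and 19.1 uM final.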
# HEK293 tox = Cytotoxic Profiling in HEK 293 Cell Line of Diverse Libraries Using Quantitative High-Throughput Screening; HEK 293 viability, ATP luminescence (CellTiter-Glo), 48-72 h; Potency, µM (series often up to 115 µM), without a hit: top-dose activity change, negative = cytotoxicity, actives largely listed as inhibitors; 6.6% of 94,000 active; AID 1345083, 2018; also: potency is read from the fitted curve at half-maximal effect; nearly all actives have a fitted effect of over 60% in size
#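 qHTS cytotoxicity; HEK 293, 250 cells/well; compound pinned; 48 or 72 hr, 37 degree Celsius, 5% CO2, 95% humidity; CellTiter-Glo, 10 min RT; luminescence (ATP).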
# NIH3T3 tox = Cytotoxic Profiling in NIH 3T3 Cell Line of Diverse Libraries Using Quantitative High-Throughput Screening; Potency, µM (highest dose often 96.7 µM), for inactives: at the highest dose activity change, negative = cytotoxicity, usual class: inhibitors; 4.3% of 94,000 active; NIH 3T3 viability, CellTiter-Glo ATP luminescence, 48-72 h; also: potency is read from the fitted curve at half-maximal effect; nearly all actives have a fitted effect of over 55% in size
#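 Mouse fibroblast NIH 3T3 cells, 400 per well, received compound via pintool and were incubated for 48 or 72 hr prior to CellTiter-Glo ATP luminescence measurement.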
# * hit, by the source's call; i = inactive; ? = inconclusive; . = no result given; [ ] = another dose, or the depositor's remark. Unless noted, calls follow the shape of the dose curve; as a rule, active = well fitted curve in the direction sought with a large enough effect; inconclusive = small, poorly fitted or top-dose-only effect, or another doubt; inactive = no such curve, though single readings can be large; an effect the other way counts as inactive or inconclusive. Unless noted, % is scaled to controls: 0 for no effect and ±100 for the full control effect. An excerpt, so the mix of outcomes need not match the whole.
[1] CCn1ccnc1CNC(=O)C1(N2C[C@@H](C)O[C@@H](C)C2)Cc2ccccc2C1
[2] COC[C@@H]1CN(Cc2ccc3c(c2)CCO3)C[C@H]1C(=O)N(C)C
[3] Cn1cnc(S(=O)(=O)N2CCCC(C(=O)Nc3ccc(OC(F)(F)F)cc3)C2)c1 (stereo not given)
[4] COc1cccc(CN2CCOC3(CCN([S+](=O)([O-])c4ccccc4C)CC3)C2=O)c1
[5] NC(=O)C1=CN(C2OC(COP(=O)(O)OP(=O)(O)OC[C@H]3O[C@@H](n4cnc5c(N)ncnc54)[C@H](OP(=O)(O)O)[C@@H]3O)C(O)C2O)C=CC1 (stereo not given in full)
[6] CCc1cccc(C)c1NC(=O)Cn1cnc2c1c(=O)n(C)c(=O)n2C
[7] Cc1ccc(Nc2c(-c3ccc(C)s3)nc3ncccn23)cc1
[8] CCOc1ccccc1NC(=O)CN1C(=O)C2(SCC(=O)N2c2cccc(F)c2)c2ccccc21 (stereo not given)
Assay by compound	1	2	3	4	5	6	7	8
GPT2 inhibitor	i	i	.	-7%	0%	.	.	.
SNCA expr inhib	23%	-9%	-4%	11%	19%	18%	34%[activator]	1%
HEK293 viab	1%	8%	9%	-4%	0%	5%	?	6%
FLuc inh	7%	-4%	.	-8%	.	.	.	.
IP6K1 inh	6	2	-10	18	.	4	-2	18
HEK293 tox	-23%	-5%	.	?	.	.	.	.
NIH3T3 tox	?	-12%	.	?	.	.	.	.

[9] Cc1ccc(NC(=O)Cn2c(=O)n(Cc3ccccc3)c(=O)c3c(C)c(C(=O)N(C)C)sc32)c(C)c1
[10] O=S(=O)(Cc1ccccc1)NC[C@H]1Cn2c(-c3ccc(Cl)cc3)cnc2CO1
[11] Cc1nc(N2CCCC2)ncc1C(=O)N1CCN(c2ccccc2F)CC1
[12] Cc1nc2c(C(=O)N3CCC(=O)N(CC4CC4)C(C(C)C)C3)cccc2[nH]1 (stereo not given)
[13] Cc1ccc2nc(NC(=O)CSc3nc4c(c(=O)n3-c3ccc(F)cc3)SCC4)sc2c1
[14] CC(C)N(C(=O)Cn1cc(S(=O)(=O)Cc2ccc(Br)cc2)c2ccccc21)C(C)C
[15] COC(=O)CNC(=O)NCCc1noc(C2CC2)n1
[16] CCOc1ccc(NC(=O)N(Cc2c[nH]c3ccccc23)C2CCCCC2)cc1
Assay by compound	9	10	11	12	13	14	15	16
GPT2 inhibitor	.	-2%[88.5 µM]	.	-14%	-9%	.	-5%	.
SNCA expr inhib	?	?	-2%	1%	.	-7%	14%	3%
HEK293 viab	-25%	-18%[87.6 µM]	11%	4%	-33%	-14%	11%	0%
FLuc inh	.	-6%[172 µM]	.	6%	.	.	-5%	.
IP6K1 inh	2	6	-7	8	3	14	4	0
HEK293 tox	.	?	.	-1%	.	.	3%	.
NIH3T3 tox	.	?	.	-2%	.	.	-5%	.

[17] O=C(COc1ccccc1F)Nc1ccc(Cl)c(-c2nc3ccccc3[nH]2)c1
[18] COc1cc(NC(=O)N2CCN(c3cc(-c4noc(C)n4)ccc3C)CC2)cc(OC)c1OC
[19] O=C1c2ccccc2C(=O)C1c1ccccc1
[20] O=S1(=O)c2ccccc2N(Cc2cccc(F)c2)c2ccccc21
[21] COc1cccc(S(=O)(=O)N2CCC(n3cnnc3-c3ccccc3)CC2)c1
[22] O=C(NCc1nnc2c(-c3nc(C4CC4)no3)cccn12)C1CC1
[23] COc1ccccc1CNC(=O)CCC1N=C2c3ccccc3N=C(SCC(=O)Nc3ccc(F)cc3)N2C1=O (stereo not given)
[24] CN(C)Cc1nnc(C2CC(NC(=O)c3cc(-c4ccsc4)n[nH]3)C2)n1C (stereo not given)
Assay by compound	17	18	19	20	21	22	23	24
GPT2 inhibitor	.	.	-32%	.	i	i	.	i
SNCA expr inhib	?	11%	26%[25.6 µM]	-1%	-17%	0%	-16%	-1%
HEK293 viab	?	21%	10%[23.9 µM]	-6%	-3%	2%	6%	-1%
FLuc inh	.	.	.	.	10%	9%	.	-14%
IP6K1 inh	3	-1	17	-2	-4	3	0	-14
HEK293 tox	.	.	.	.	?	-3%	.	-3%
NIH3T3 tox	.	.	.	.	?	-2%	.	4%

[25] COc1cccc(C(=O)N[C@H]2[C@H](O)[C@H](O)C[C@@H]2c2ccccc2C)c1
[26] CS(=O)(=O)c1ccc(OC[C@H]2C[C@@H](NC(=O)C3CCCC3)[C@H](O)[C@@H]2O)cc1
[27] CCCc1noc(-c2cccn3c(CNC(=O)Cc4cccc(OC)c4)nnc23)n1
[28] COc1ccc2c(c1)c(CN1CCC(F)(C(=O)NCc3ccccc3)CC1)cn2C
[29] Cc1ccc(C(=O)N2C[C@@H](COc3ccccc3)[C@H](C(N)=O)C2)cc1
[30] CN1CC2(CCCN(CC3CC3)C2)c2cc(C(=O)Nc3ccn(C)n3)ccc21 (stereo not given)
[31] Cc1cc(-n2ccnc(NCCc3ccc(S(N)(=O)=O)cc3)c2=O)ccc1Br
[32] Cc1nn(CC(=O)NC(C)c2ccccc2)c(=O)c2cc3occc3n12 (stereo not given)
Assay by compound	25	26	27	28	29	30	31	32
GPT2 inhibitor	-21%[88.5 µM]	i	i	2%	-12%	i	.	.
SNCA expr inhib	9%[87.6 µM]	6%[87.6 µM]	1%	15%	18%	-8%[87.6 µM]	13%	11%
HEK293 viab	-2%[87.6 µM]	2%[87.6 µM]	-5%	-6%	3%	1%[87.6 µM]	-2%	9%
FLuc inh	-3%[172 µM]	12%[172 µM]	7%	.	-5%	9%[172 µM]	.	.
IP6K1 inh	3	1	0	2	7	39	-4	13
HEK293 tox	-10%[172 µM]	0%[172 µM]	5%	?	-9%	?	.	.
NIH3T3 tox	-13%[138 µM]	-5%[138 µM]	-6%	?	-16%	-13%[138 µM]	.	.

# Results in sequence from the entries so far:
# IP6K1 inh for nos. 25 to 32: 3, 1, 0, 2, 7, 39, -4, 13

# Entries from the list above with bromine (2):
[14] CC(C)N(C(=O)Cn1cc(S(=O)(=O)Cc2ccc(Br)cc2)c2ccccc21)C(C)C
[31] Cc1cc(-n2ccnc(NCCc3ccc(S(N)(=O)=O)cc3)c2=O)ccc1Br
Assay by compound	14	31
GPT2 inhibitor	.	.
SNCA expr inhib	-7%	13%
HEK293 viab	-14%	-2%
FLuc inh	.	.
IP6K1 inh	14	-4
HEK293 tox	.	.
NIH3T3 tox	.	.

# More compounds
entry | molecule | GPT2 inhibitor | SNCA expr inhib | HEK293 viab | FLuc inh | IP6K1 inh | HEK293 tox | NIH3T3 tox
33 | O=C(CN1Cc2nc(Nc3ccc(C(F)(F)F)cc3)ccc2OCC1=O)N1CCCC1 | 4%[88.5 µM] | ? | ? | -2%[172 µM] | -3 | 79µM* | 50µM*
34 | Cc1ccc(C2c3[nH]c4ccccc4c3CCN2C(=O)CCc2ccccc2)cc1 (stereo not given) | . | -21% | -26% | . | 8 | . | .
35 | COCCNC(=O)C1(C)CN(C)Cc2ccc(Nc3cccc(OC)c3)nc21 (stereo not given) | -8%[88.5 µM] | 3%[87.6 µM] | 0%[87.6 µM] | 3%[172 µM] | 10 | ? | ?
36 | O=C(Cn1c(=O)oc2ccccc21)NCC12CCCC=C1NC(=O)CC2 (stereo not given) | i | -6% | -7% | 1% | -10 | -12% | 5%
37 | CCN1C(=O)C2(c3ccccc31)c1c(oc3ccccc3c1=O)C(=O)N2CCOC (stereo not given) | . | 6% | -1% | . | -11 | . | .
38 | COc1ccc(N2CCN(C(=O)CSc3n[nH]c(-c4ccccc4)n3)CC2)cc1 | . | ? | 6% | . | 14 | . | .
39 | Cc1ncc2n1C(=O)N(C1CCN(C(=O)NC3CCCC3)CC1)C2 | -4%[88.5 µM] | 8%[87.6 µM] | -16%[87.6 µM] | -6%[172 µM] | 9 | -23%[172 µM] | -7%[138 µM]
40 | Cc1n[nH]c(C)c1CNC(=O)C1CCN(C(=O)c2ncn3c2COC(c2ccc(F)cc2)C3)CC1 (stereo not given) | i | -4% | -11% | 25µM* | -1 | -5% | -1%
41 | COc1cccc(C(=O)Nc2cc(C3CCCC3)nn2C)c1 | -2%[88.5 µM] | 18%[87.6 µM] | -4%[87.6 µM] | . | -1 | ? | ?
42 | COCCCNC(=O)c1ccc(CN2C(=O)NC3(CCS(=O)(=O)CC3)C2=O)cc1 | ? | -27% | -2% | 4% | -8 | 14% | i
43 | CN(CCc1ccccc1)[C@@H]1[C@H](O)[C@H](CO)O[C@@H]1CNS(=O)(=O)c1cccs1 | 1% | ? | -2% | -2% | 11 | -8% | -1%
44 | O=c1cc[nH]c(=S)[nH]1 | i | 44%[25.6 µM] | -6%[23.9 µM] | . | -9 | . | .
45 | Cc1ccc(Cl)cc1-n1nnc(-c2nsc(NC(=O)c3ccccc3Cl)n2)c1C | . | 24% | -8% | . | -3 | . | .
46 | Cc1ccc(C)c(NC(=O)NCc2ccc3c(c2)CCN3C(=O)c2ccccc2)c1 | . | -1% | 21% | . | 18 | . | .
47 | CCS(=O)(=O)N1CC[C@H]2C(=O)NCCCCCCN(Cc3ccncc3)[C@@H]2C1 | 2% | 19% | 0% | -13% | 6 | -5% | -17%
48 | O=C1CN(C(=O)C2CCN(c3nc(-c4ccccc4)nc4c3CCC4)CC2)CCN1 | i | 2% | -1% | 12% | -10 | i | ?
49 | Cc1ccc(S(=O)(=O)N2CCCC(Cn3cnc4cccnc43)C2)c(C)c1 (stereo not given) | 0% | 27% | 1% | 4% | 7 | ? | ?
50 | Cc1cc(F)ccc1OCC(=O)c1ccc2c(c1)N(C(C)C(=O)NCc1ccc(F)cc1)C(=O)CO2 (stereo not given) | i | 5% | ? | -15% | 2 | 45µM* | ?
51 | CN1C(=O)COc2ccc(C(=O)N3CC(C)(C)[C@@](C)(O)C3)cc21 | i | -11% | 0% | -2% | 0 | i | i
52 | COc1ccccc1[C@@H]1CN(C(=O)CN2CCOCC2)C[C@H]1C(=O)O | i | -11% | -4% | 0% | 10 | -10% | 3%
53 | COc1ccccc1-c1cc(C(F)(F)F)nc(S(=O)(=O)CCCC(=O)Nc2ccc(F)c(Cl)c2)n1 | . | 7% | 4% | . | -8 | . | .
54 | COc1cc(NC(=O)CCc2c(C)nn(-c3ccc(N4CCOCC4)nn3)c2C)cc(OC)c1OC | . | 29% | 14% | . | 10 | . | .
55 | Cc1ccccc1C(=O)N1CCN(c2nccc(Nc3ccccc3Cl)n2)CC1 | 0% | -1% | -10% | . | 21 | 35µM* | ?
56 | Cc1nnc(NC(=O)CSCc2cc(=O)c3ccccc3[nH]2)s1 | . | -14% | 5% | . | -1 | . | .
57 | CCn1c(=O)c2cc(C(=O)N(C)c3cc(Cl)c(OC)cc3OC)sc2c2ccccc21 | . | 34%[activator] | 6% | . | 34 | . | .
